Screening data: PubChem BioAssay, several laboratories
Anthrax LF prot: Bacillus anthracis LF protease inhibitors, primary screen, biochemical, multiplex microsphere, MLPCN library. 0.12% of 360,000 active. multiplex microsphere protease cleavage assay. inhibition, % at 10 µM; note: plate controls were buffer without enzyme for full effect and enzyme alone for no effect
BoNT A protease: BoNT/A light chain protease inhibitors, primary screen, biochemical, flow cytometry, MLPCN library | Botulinum neurotoxin type A light chain protease (Clostridium botulinum A str. ATCC 3502) | multiplex microsphere protease substrate cleavage | inhibition, % at 10 µM | 0.17% of 360,000 active | AID 588499, 2011; note: plate controls were buffer without enzyme for full effect and enzyme alone for no effect
PrPC TRFRET: inhibitors of human cell surface prion protein PrPC, primary screen, cell-based, TR-FRET; Major prion protein (Homo sapiens), P04156; TR-FRET read-out; inhibition, % at 13.8 µM; 0.43% of 370,000 active; in the data active = inhibition above about 24%; note: 0% = median of the test wells and 100% = reference compound wells
TcdB GH inh: TcdB glycohydrolase inhibitors, primary screen, biochemical, single point, plate reader | Toxin B (Clostridioides difficile), P18177 | TcdB glycohydrolase enzymatic assay | inhibition, % at 9.99 µM | 0.24% of 350,000 active; in the data active = inhibition above about 10%
BoNT F protease: BoNT/F light chain protease inhibitors, primary screen, biochemical, flow cytometry, MLPCN library; inhibition, % at 10 µM; 0.22% of 360,000 active; Multiplex microsphere protease cleavage assay; Botulinum neurotoxin type F light chain protease (Clostridium botulinum); in the data active = inhibition above about 35%, passing the limit was not always enough; inconclusive = no clear call, values can overlap the other calls; note: plate controls were buffer without enzyme for full effect and enzyme alone for no effect
CCHF vOTU inh: CCHFV vOTU protease inhibitors, primary screen, biochemical, Pep-AMC substrate, fluorescence; Crimean-Congo hemorrhagic fever virus L polyprotein viral ovarian tumor (vOTU) protease …; inhibition, % at 11.5 µM; 0.55% of 370,000 active; in the data active = inhibition above about 30%; note: 0% = vehicle wells with enzyme and 100% = no enzyme wells
Y pestis TopoI: Yersinia pestis topoisomerase I inhibitors, primary screen, biochemical, cleavage product accumulation, plate reader, single point; DNA topoisomerase I (Yersinia pestis CO92); Y. pestis Topo-I cleavage product accumulation; activity, % at 10 µM; 0.064% of 360,000 active; AID 504884, 2011; in the data active = activity above about 50%, passing the limit was not always enough; inconclusive = no clear call, values can overlap the other calls; note: inactives centre near 2
FadD28 FP inh: inhibitors of FadD28 bisubstrate probe binding, primary screen, biochemical, fluorescence polarization, single point | inhibition, % at 12.5 µM | 0.22% of 360,000 active | AID 588549, 2011 | Mycobacterium tuberculosis FadD28 fatty-acid-AMP ligase; in the data active = inhibition above about 8.5%, passing the limit was not always enough; inconclusive = no clear call, values can overlap the other calls
PfHsp40 rescue: rescue of yeast from PfHsp40 toxicity, primary screen, S. cerevisiae, ATP luminescence; S. cerevisiae expressing PfHsp40, growth rescue; growth rescue, % at 12.5 µM; 0.68% of 340,000 active; in the data active = growth rescue above about 28%, passing the limit was not always enough; inconclusive = no clear call, values can overlap the other calls;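 note: yeast W303a lacking pdr1 and pdr3 grown in galactose medium; growth measured after three days at 30 °C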
Starred values were filed as active, the others as inactive; ? = inconclusive; . = no result given; & = joins results of further samples. Cut-off read from the data, not from the text of the source, unless noted: active = inhibition above about 30%; inconclusive = no clear call, values can overlap the other calls; inactive = below that.

SMILES	Anthrax LF prot	BoNT A protease	PrPC TRFRET	TcdB GH inh	BoNT F protease	CCHF vOTU inh	Y pestis TopoI	FadD28 FP inh	PfHsp40 rescue
COc1ccc(C2C3C(=O)N(N(C)c4ncc(C(F)(F)F)cc4Cl)C(=O)C3ON2C)cc1 (stereo not given)	-2	-0.4	4	0.6	-6	8	11	-0.7	-0.4
CC(C)OP(=O)(OC(C)C)C(O)c1ccc(Br)cc1 (stereo not given)	-1	-0.8	-3	.	-13	-8	-7	-0.9	1.0
COCCn1nnnc1CN1CCSCC1	-3	-0.9	-4	0.5	0	-3	5	-3.4	-1.4
CC1C(=O)N2CCCc3cc(NC(=O)COc4ccccc4)cc1c32 (stereo not given)	.	.	-4	5.9	.	26	4	-0.3	-0.3
O=C(NC(Cc1ccccc1)C(=O)NC1CC1)OCc1ccccc1 (stereo not given)	-6	-0.6	9	1.0	2	-16	-7	-0.8	-0.3
COc1ccc(-c2cc(C(=O)N3CCOCC3)c3ccccc3n2)cc1OC	-1	-0.2	0	2.9	13	3	-5	0.1	-0.2
CN(C(=O)CSc1nnc(-c2ccc(Cl)cc2)n1C)C1CCS(=O)(=O)C1 (stereo not given)	3	-0.8	-4	1.2	-8	-4	-2	0.5	-0.4
CCOC(=O)C1(CCc2ccccc2)CCN(C(=O)CCn2cncn2)CC1	-9	-1.0	-1	1.5	3	-12	11	-4.0	0.5
Cc1cc(N2C(=O)C(O)=C(C(=O)c3ccc(C)o3)C2c2ccc([N+](=O)[O-])cc2)no1 (stereo not given)	-1	-0.8	-11	-1.0	3	5	9	-3.7	-1.3
O=C(/C=C/c1cccnc1)/C=C/c1cccnc1	-4	-0.7	-1	-0.5	11	-13	-5	-2.4	0.0
Cc1ccc(S(=O)(=O)c2c(N)n(Cc3ccco3)c3nc4ccccc4nc23)cc1C	?	?	6	.	13	-67	29	-7.1	-0.5
CC(C)(CO)CNC(=O)CC1C(=O)NCCN1CC(c1ccccc1)c1ccccc1 (stereo not given)	-4	-1.6	-1	1.5	-6	-5	7	-2.5	2.3

Part of the list above, as labelled records.
> CN(C(=O)CSc1nnc(-c2ccc(Cl)cc2)n1C)C1CCS(=O)(=O)C1 (stereo not given)
  Anthrax LF prot: 3
  BoNT A protease: -0.8
  PrPC TRFRET: -4
  TcdB GH inh: 1.2
  BoNT F protease: -8
  CCHF vOTU inh: -4
  Y pestis TopoI: -2
  FadD28 FP inh: 0.5
  PfHsp40 rescue: -0.4
> CCOC(=O)C1(CCc2ccccc2)CCN(C(=O)CCn2cncn2)CC1
  Anthrax LF prot: -9
  BoNT A protease: -1.0
  PrPC TRFRET: -1
  TcdB GH inh: 1.5
  BoNT F protease: 3
  CCHF vOTU inh: -12
  Y pestis TopoI: 11
  FadD28 FP inh: -4.0
  PfHsp40 rescue: 0.5
> Cc1cc(N2C(=O)C(O)=C(C(=O)c3ccc(C)o3)C2c2ccc([N+](=O)[O-])cc2)no1 (stereo not given)
  Anthrax LF prot: -1
  BoNT A protease: -0.8
  PrPC TRFRET: -11
  TcdB GH inh: -1.0
  BoNT F protease: 3
  CCHF vOTU inh: 5
  Y pestis TopoI: 9
  FadD28 FP inh: -3.7
  PfHsp40 rescue: -1.3
> O=C(/C=C/c1cccnc1)/C=C/c1cccnc1
  Anthrax LF prot: -4
  BoNT A protease: -0.7
  PrPC TRFRET: -1
  TcdB GH inh: -0.5
  BoNT F protease: 11
  CCHF vOTU inh: -13
  Y pestis TopoI: -5
  FadD28 FP inh: -2.4
  PfHsp40 rescue: 0.0

Further structures
SMILES	Anthrax LF prot	BoNT A protease	PrPC TRFRET	TcdB GH inh	BoNT F protease	CCHF vOTU inh	Y pestis TopoI	FadD28 FP inh	PfHsp40 rescue
Nc1ncnc2c1ncn2C1OC(CO)C(O)C1N (stereo not given)	0	-0.2	-7	1.3	-9	-3	-2	-0.9	-0.7
CN(C1CCCCC1)S(=O)(=O)c1ccc(NC(=O)C2CCCCC2)cc1	-4	0.1	7	.	-3	-3	-10	-1.5	1.6
COc1cccc(CNC(=O)c2ccc(S(=O)(=O)N3CCOCC3)cc2)c1	.	.	0	1.0	.	1	-5	-4.8	0.1
COc1ccc(Cc2nnc(NS(=O)(=O)c3ccccc3)s2)cc1	-4	-1.3	-12	0.4	-1	-7	-1	-2.7	1.6
COc1cc2c(=O)n(CC3CCCO3)c(=O)n(CC(=O)Nc3ccccc3)c2cc1OC (stereo not given)	-7	0.3	-3	1.8	-8	15	3	-1.8	0.6
CO/N=C/c1ccc(OC)c(Oc2nc(OC)cc(OC)n2)c1	-1	-2.3	7	0.5	-10	2	-5	-4.1	0.0
O=C(Nc1cc(C(F)(F)F)ccc1N1CCCCC1)c1ccco1	0	-0.8	2	.	-6	-2	3	-1.5	0.8
C[C@@H]1CN([C@H](C)CO)C(=O)c2cc(-c3ccc(C(=O)N(C)C)cc3)cnc2O[C@@H]1CN(C)C(=O)c1cccnc1	-1	-0.3	-1	1.7&0.0&-0.2	-1	-6	-11	-4.4	.
FC(F)c1nnc2c(Cl)cc(C(F)(F)F)cn12	-2	0.7	-1	0.8	1	-9	11	-0.7	-0.5
CC(=O)Nc1ccc(OCc2ccccc2)cc1[N+](=O)[O-]	-5	0.0	-37	0.6	3	-4	2	-0.7	-0.9
CC(C)CNC(=S)Nc1ccccc1F	-1	-0.7	-2	0.0	-6	-1	3	-0.7	0.3
COc1ccc(S(=O)(=O)N2CCCCC2)cc1NC(=O)C1CCCC1	-4	-0.5	-1	-1.9	-13	2	-5	-3.6	0.5
O=C(Nc1ccc(F)cc1F)c1cc(-c2ccc3c(c2)OCO3)on1	-2	0.8	5	-0.7	9	11	2	0.3	-0.4
Cc1ccc(-c2ccc(/C=N/NC(=O)CN3CCOCC3)o2)cc1[N+](=O)[O-]	-6	-1.6	-18	2.2	-7	15	7	-1.2	-0.3
COc1cc(/C=C(/C#N)C(=O)NC(C)c2ccccc2)cc(OC)c1O (stereo not given)	-2	0.9	1	-48	-3	6	-3	1.0	1.0
COc1ccc(CNS(=O)(=O)c2c(C(=O)N3CCCCC3)c(C)n(C)c2C)cc1	5	-1.7	4	0.8	-1	-5	-4	-3.1	-1.2
Cc1cccc(N(C2C=CS(=O)(=O)C2)S(=O)(=O)c2ccccc2)c1 (stereo not given)	1	0.9	-10	.	8	9	5	0.7	-0.2
CC(=O)NC(C(=O)OCC(=O)N(c1ccccc1)c1ccccc1)C(C)C (stereo not given)	0	0.2	-9	0.8	1	0	-6	-0.9	-0.7
CCc1cc(C(=O)NNC(=S)NCC2CCCO2)cs1 (stereo not given)	-5	-1.0	-7	.	0	0	-10	-2.8	0.0
O=C(COc1ccc(Cl)cc1)N1CCN(C(=O)c2cccc(F)c2)CC1	4	0.1	-6	.	-6	10	10	-1.9	-0.6
O=C(N/N=C/c1ccc(O)cc1O)/C(=C/c1ccccc1)CCO	-1	-0.9	30*	.	-6	5	2	1.6	-0.5
O=C(c1ccco1)N1CCN(c2cc(C(F)(F)F)nc3ncnn23)CC1	-2	-0.4	13	.	-1	0	-6	-1.0	-0.4
C=CCNC(=O)c1onc(CSc2cccc(OC)c2)c1C(=O)O	-12	0.4	3	2.4	1	-2	1	-3.0	-0.9
NC(=O)c1ccc(NC(=O)COc2coc(CN3CCc4ccccc4C3)cc2=O)cc1	-2	-1.7	-5	1.0	-8	-5	10	-12	0.1
COc1cc(NC(=O)C2CCCCC2)c(OC)cc1NC(=O)CCC(=O)NCc1ccco1	-1	0.7	0	-1.1	0	2	-1	-2.8	0.2
NC(=O)c1ccc(NC(=O)Cc2cccs2)cc1	-11	2.0	-2	0.4	?	-5	-3	-0.3	0.4
COc1ccccc1NS(=O)(=O)c1cc(NC(=O)Cn2cnc3c2c(=O)n(C)c(=O)n3C)ccc1C	1	0.6	4	2.1	-4	3	0	0.3	-1.2
CCOc1ccc(N=C2NC(=O)C(CC(=O)Nc3ccccc3)S2)cc1 (stereo not given)	3	-1.1	9	1.0	2	-2	-8	1.9	0.3
BrC(=C\c1ccccc1)/C=N/n1cnnc1	-4	-0.1	34*	-0.3	-6	18	6	-2.7	0.6
O=C(O)c1cc(-n2nnnc2SCc2ccc([N+](=O)[O-])cc2)ccc1Cl	-7	-1.8	-12	5.7	8	2	6	1.5	-0.8
COc1cccc(C(=O)NCC(c2cccs2)N2CCc3ccccc32)c1 (stereo not given)	4	-1.8	9	2.7	14	11	31	-0.7	0.7
Cc1ccc(C(=O)N2CC(C(=O)O)C2)cc1	-7	-1.1	10	0.5	-4	22	1	-1.2	-0.5
CN1CCN(c2ccc(NC(=O)c3ccccc3)cc2)CC1	-12	-1.4	-3	0.3	39*	-10	-2	-1.5	-1.6
CC(NC(=O)c1sc2ccccc2c1Cl)C1CCCO1 (stereo not given)	1	-0.3	38*	.	5	0	-13	-0.8	0.3
COC(=O)c1cc(OC)c(OC)cc1NC(=O)Nc1ccc(OC)cc1	0	0.3	4	.	-1	4	4	-0.9	-0.6
COC1=C(OC)c2ccccc2C(C(=O)O)N/C1=C(/C)Nc1ccncc1 (stereo not given)	7	0.0	-7	.	6	10	0	-2.5	-1.5
O=C(CCCc1ccccc1)N1CCN(C2CCCCC2)CC1	.	.	-3	0.9	.	4	13	-1.6	-0.5
CS(=O)(=O)c1cccc(C(=O)OCC(=O)c2ccc3c(c2)OCCO3)c1	-2	1.8	-3	1.6	-2	5	14	-0.1	3.2
CC(=O)N(C)c1ccc(NS(=O)(=O)Cc2ccccc2)cc1	0	?	2	.	1	-12	-2	-2.3	2.2
COc1cc(C(=O)NCc2ccc3c(c2)cc(C)n3C)cc(OC)c1OC	35*	74*	1	-1.3	-7	-10	-8	2.5	0.2
CCN1C(=O)[C@@H]2[C@@H](c3ccc(-c4ccc(C(C)=O)cc4)c(OC)c3)N3CCCC[C@@]3(C(=O)OC)[C@@H]2C1=O	-4	-0.5	6	0.6	1	-8	-1	-2.7	1.6
CCOc1ccc(NC(=S)N2CCN(S(=O)(=O)c3ccc(C)cc3)CC2)cc1	-4	0.9	-2	0.2	-5	19	19	0.2	1.1
Cn1c(=O)c2c(nc(SCc3ccc(C(=O)O)cc3)n2C)n(C)c1=O	3	-4.8	8	-5.8	-10	1	5	0.0	2.5
O=c1cc(-c2ccccc2Cl)oc2c(NS(=O)(=O)c3cccs3)ccc(O)c12	-1	-0.7	1	2.7	-3	2	2	-13	2.0
COc1ccc(/C(N)=N/OC(=O)Cc2ccccc2OC)cc1	-4	-1.7	2	.	-5	5	6	-2.7	1.2
CCC(C)N1CCNCC1 (stereo not given)	-2	-0.9	-4	3.3	-1	9	-2	-4.8	-0.9
CC(C)(C)c1ccc(OC(=O)CN2C(=O)C3C4CCC(C4)C3C2=O)cc1 (stereo not given)	-3	0.2	-2	-0.2	-5	-9	4	-1.2	-0.2
CC1CCCC(NC(=O)CSc2n[nH]c(=O)n2Cc2ccccc2)C1C (stereo not given)	3	-0.3	4	-0.3	-11	10	1	1.0	.
Cc1c(NC(=O)/C(C#N)=C/c2ccc(-c3ccc(Cl)cc3)o2)c(=O)n(-c2ccccc2)n1C	-2	-1.1	-4	.	-13	-3	0	-0.3	9.2
Cn1c(=O)n(C)c2cc(/C=C3/NC(=O)N(Cc4ccccc4)C3=O)ccc21	-7	0.8	-3	.	0	11	0	-2.4	1.5
CCOc1cc(-c2cc(-c3ccc(C)o3)nc(N)c2C#N)ccc1O	-10	-0.1	-19	.	1	-1	9	-5.2	-0.3
CCc1cc(-c2n[nH]c(C)c2-c2ccccc2Cl)c(O)cc1OC	-32	-9.9	8	2.2	?	21	-5	-3.1	-0.2
O=C(N/N=C/c1ccc(OC(=O)c2cccs2)cc1)c1ccccn1	0	-2.2	4	-0.4	-10	0	1	-1.7	-1.5
O=c1cc(CN2CCN(c3ccccc3)CC2)nc2scc(-c3ccccc3)n12	3	1.6	6	0.1	-4	6	2	-3.9	3.0
